HDAC3 inh = human HDAC3 inhibition. O15379. recombinant HDAC3, fluorogenic peptide/trypsin coupled, fluorescence. inhibition, % at 8.3 µM. actives 0.15% (n = 320,000). AID 2718; in the data active means inhibition above about 26%, passing the limit was not always enough
KCNQ1 inh = blocks the human KCNQ1 potassium channel. P51787. CHO-K1 KCNQ1, FluxOR thallium flux fluorescence; hits give high values. B-score at 10 µM. actives 1.3% (n = 310,000);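 active means compounds whose thallium flux B-score, printed positive for inhibition, exceeds three library SD while starting fluorescence stays within three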;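 further: channel opened by potassium depolarization with thallium stimulus after 20 min compound exposure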
Target sequence (P51787 whole entry, looked up): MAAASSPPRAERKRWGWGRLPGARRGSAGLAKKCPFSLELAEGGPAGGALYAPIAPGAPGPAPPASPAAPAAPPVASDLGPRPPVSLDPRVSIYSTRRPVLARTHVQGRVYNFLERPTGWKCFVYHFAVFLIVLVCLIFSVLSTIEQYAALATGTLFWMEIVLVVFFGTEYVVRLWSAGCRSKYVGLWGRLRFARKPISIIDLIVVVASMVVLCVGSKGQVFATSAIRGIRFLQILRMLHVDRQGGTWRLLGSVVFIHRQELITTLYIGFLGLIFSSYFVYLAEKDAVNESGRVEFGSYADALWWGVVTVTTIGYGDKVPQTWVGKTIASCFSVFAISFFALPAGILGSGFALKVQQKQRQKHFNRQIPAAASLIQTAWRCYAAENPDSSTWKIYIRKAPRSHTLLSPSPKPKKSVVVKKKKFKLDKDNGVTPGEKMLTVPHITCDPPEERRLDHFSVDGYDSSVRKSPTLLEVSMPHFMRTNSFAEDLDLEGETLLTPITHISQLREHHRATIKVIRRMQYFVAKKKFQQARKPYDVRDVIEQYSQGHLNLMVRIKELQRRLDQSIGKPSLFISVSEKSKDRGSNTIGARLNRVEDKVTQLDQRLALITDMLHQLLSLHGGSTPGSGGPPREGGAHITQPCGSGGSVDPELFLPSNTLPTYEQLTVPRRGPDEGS
RGS4 pot = RGS4 potentiation or activation; HEK293 M3R/inducible RGS4, carbachol calcium flux Fluo4; hits give low values; B-score at 10 µM; actives 0.92% (n = 310,000);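 active means B-score of the integrated calcium signal more than 4 SD below the library mean, with starting fluorescence not abnormally high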;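 further: negative B-score means reduced calcium response which marks RGS4 activation or potentiation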
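Reagent: ECmax carbachol challenge; Test system: M3R-expressing HEK293 line, RGS4 induced by doxycycline; Schedule: overnight RGS4 induction, 30 min dye load 37 °C, 20 min compound RT; Detection: calcium dye Fluo4 fluorescence; Read-out: Agonist-evoked peak-minus-minimum fluorescence over baseline, integrated ratio, B score.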
TMEM16A inh = mouse TMEM16A channel inhibition, primary screen | HEK293 TMEM16A/YFP iodide influx fluorescence, ionomycin | AID 588511 | normalized B-score (activity score, 25-100; higher = stronger inhibition) at 10 µM | actives 1.2% (n = 310,000) | Q8BHY3;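 active means ratio plate-corrected score three or more library SD toward inhibition, starting fluorescence score within five deviations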;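 further: score derived from kinetic fluorescence span divided by baseline fluorescence per well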
KCNQ1 pot = human KCNQ1 channel potentiation or activation; P51787; CHO-K1 KCNQ1, thallium flux FluxOR fluorescence; hits give high values; B-score at 10 µM; actives 0.35% (n = 310,000);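 active means fluorescence ratio B-score, a plate-corrected score, at least three library SD, with initial intensity B-score within 5 SD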
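assay system = KCNQ1-transfected CHO-K1 cells | medium = assay buffer with matched DMSO | probe or stimulus = depolarizing K+/Tl+ stimulus, K2SO4 and Tl2SO4 each 12.5 mM in 5x stock | dosing = single dose | incubation = dye 90 min, compound 20 min, room temperature | detection = kinetic FluxOR fluorescence, 10 s baseline plus 110 s post-stimulus | evaluation = ratio B score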
KCNK3 block = human KCNK3 channel inhibition, primary screen; CHO-KCNK3 thallium flux, FluxOR fluorescence; hits give low values; B-score at 10 µM; actives 0.84% (n = 340,000);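 active means B-score under library mean minus 4 SD, starting fluorescence ratio at most library mean plus 5 SD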;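 further: more negative B-score means stronger inhibition of thallium flux through KCNK3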
TMEM16A act = mouse TMEM16A channel activation, primary screen; HEK293 TMEM16A/YFP-H148Q/I152L, iodide quench fluorescence; hits give low values; actives 0.3% (n = 340,000); B-score at 10 µM;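 active means fluorescence-ratio B-score plate-corrected deviation score at least 3 library SD below zero, with starting fluorescence score within 5 deviations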;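 further: channel opened by trigger with iodide after compound preincubation; score built on the fluorescence ratio of max minus min over baseline; more negative score means more quench and so TMEM16A activation or potentiation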
KCNK9 inh = blocks the human KCNK9 two-pore domain potassium channel. HEK293 KCNK9, FluxOR thallium flux fluorescence; hits give low values. B-score at 10 µM. actives 1.2% (n = 310,000). AID 488922;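 active means ratio B-score over 3 SD below the library mean, with starting fluorescence within 5 SD of its mean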;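 further: negative B-score means less thallium flux so channel inhibition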
Target sequence (Q9NPC2 whole entry, looked up, the tested form may be a part): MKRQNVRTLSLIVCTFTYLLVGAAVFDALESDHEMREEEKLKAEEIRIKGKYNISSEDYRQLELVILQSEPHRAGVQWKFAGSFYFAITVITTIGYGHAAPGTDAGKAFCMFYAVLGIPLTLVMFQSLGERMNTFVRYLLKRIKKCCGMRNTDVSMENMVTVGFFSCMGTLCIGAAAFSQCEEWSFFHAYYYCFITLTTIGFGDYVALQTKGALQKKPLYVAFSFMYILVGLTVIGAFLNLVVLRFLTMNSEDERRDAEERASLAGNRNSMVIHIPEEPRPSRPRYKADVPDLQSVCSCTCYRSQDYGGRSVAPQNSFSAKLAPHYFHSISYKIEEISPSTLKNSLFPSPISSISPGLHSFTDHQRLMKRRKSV
RGS4 inh = inhibitors of human RGS4; HEK293 M3R/RGS4 inducible, Fluo-4 calcium flux; hits give high values; triggered by carbachol at its EC20; actives 0.45% (n = 310,000); B-score at 10 µM; P49798; AID 463165;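 active means B-score, a plate-corrected calcium signal, over three deviations above library mean, with baseline fluorescence within five deviations of library mean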;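 further: RGS4 expression induced by doxycycline in cells with stable M3 receptor; B-score is computed from the integrated fluorescence ratio over baseline after carbachol; higher B-score means a larger calcium signal and so more RGS4 inhibition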
SKKanGAS inh = SKKanGAS growth inhibition; AID 1662; inhibition, % at 7.5 µM; S. pyogenes SKKanGAS, kanamycin growth, BacTiter-Glo, 6 h; actives 1.3% (n = 300,000);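 active means mean replicate score, as percent of positive control median, at least 50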;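 further: strain carries kanamycin resistance gene driven by streptokinase promoter and grows in 40 µg/ml kanamycin; loss of luminescence reflects streptokinase promoter inhibition or plain growth inhibition; 0% = median of DMSO wells and 100% = positive control at its reference dose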
hERG protect = shields human hERG channel from block by proarrhythmic agents; CHO-hERG, FluxOR thallium flux, dofetilide IC70 present; AID 1511; Q12809; actives 0.51% (n = 310,000); activation (rescue from dofetilide block), less the hit threshold, % at 10 µM;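 active means activation above the mean of controls blocked by dofetilide plus 5 SD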;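 further: thallium influx through hERG after potassium depolarization seen as dye fluorescence rise; in these data hits start at about 4.7%; inactives centre near -7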
Numbers without * were called inactive.

For CCOc1cc(CN2CCSCC2)ccc1O the results were HDAC3 inh 0, KCNQ1 inh inactive, RGS4 pot inactive, TMEM16A inh inactive, KCNQ1 pot inactive, KCNK3 block inactive, TMEM16A act inactive, KCNK9 inh inactive, RGS4 inh inactive, SKKanGAS inh -2 and hERG protect -5.
Screening COc1cccc(CSc2nc(N)cc(N)n2)c1 returned HDAC3 inh -6, KCNQ1 inh inactive, RGS4 pot inactive, TMEM16A inh inactive, KCNQ1 pot inactive, KCNK3 block inactive, TMEM16A act inactive, KCNK9 inh inactive, RGS4 inh inactive, SKKanGAS inh 1 and hERG protect -1.
`CC(=O)Oc1c(C(=O)c2nnc(C)o2)c(=O)n(Cc2ccccc2)c2ccccc12` gave HDAC3 inh -2, KCNQ1 inh inactive, RGS4 pot inactive, TMEM16A inh inactive, KCNQ1 pot inactive, KCNK3 block inactive, TMEM16A act inactive, KCNK9 inh inactive, RGS4 inh inactive, SKKanGAS inh -2 and hERG protect -4.
Screening Cc1nnc(SCC(=O)N2CCN(S(=O)(=O)c3ccccc3)CC2)[nH]c1=O returned HDAC3 inh 7, KCNQ1 inh inactive, RGS4 pot inactive, TMEM16A inh inactive, KCNQ1 pot inactive, KCNK3 block inactive, TMEM16A act inactive, KCNK9 inh inactive, RGS4 inh inactive, SKKanGAS inh -8 and hERG protect -1.
Cc1ccc(-c2nc(CSCC(=O)NCCCN3CCOCC3)c(C)o2)cc1 was read as HDAC3 inh 3, KCNQ1 inh inactive, RGS4 pot inactive, TMEM16A inh inactive, KCNQ1 pot inactive, KCNK3 block inactive, TMEM16A act inactive, KCNK9 inh inactive, RGS4 inh inactive, SKKanGAS inh 2 and hERG protect -8.
`CCCS(=O)(=O)N1CCCC(C(=O)NCC(OC)OC)C1` (stereo not drawn) gave HDAC3 inh 2, KCNQ1 inh inactive, RGS4 pot inactive, TMEM16A inh inactive, KCNQ1 pot inactive, KCNK3 block inactive, TMEM16A act inactive, KCNK9 inh inactive, RGS4 inh inactive, SKKanGAS inh 3 and hERG protect 2.
Screening CN(C)/C=C(\C#N)C(=O)N/N=C/c1ccc(Cl)cc1 returned HDAC3 inh 2, KCNQ1 inh inactive, RGS4 pot inactive, TMEM16A inh inactive, KCNQ1 pot inactive, KCNK3 block inactive, TMEM16A act inactive, KCNK9 inh inactive, RGS4 inh inactive, SKKanGAS inh 1 and hERG protect -8.
`OC(c1ccc(F)cc1)C(CN1CCOCC1)c1ccccc1` (stereo not drawn) gave HDAC3 inh 3, KCNQ1 inh inactive, RGS4 pot inactive, TMEM16A inh inactive, KCNQ1 pot inactive, KCNK3 block inactive, TMEM16A act inactive, KCNK9 inh inactive, RGS4 inh inactive, SKKanGAS inh 8 and hERG protect -6.
Screening Cc1ccc(C)c(C(=O)COC(=O)CN2C(=O)C3C4CCC(C4)C3C2=O)c1 (stereo not drawn) returned HDAC3 inh 8, KCNQ1 inh inactive, RGS4 pot inactive, TMEM16A inh inactive, KCNQ1 pot inactive, KCNK3 block inactive, TMEM16A act inactive, KCNK9 inh inactive, RGS4 inh inactive, SKKanGAS inh 1 and hERG protect -4.
Screening O=C(CCN1CCN2CCCC2C1)N1c2ccccc2Sc2ccc(Cl)cc21 (stereo not drawn) returned HDAC3 inh 2, KCNQ1 inh inactive, RGS4 pot inactive, TMEM16A inh inactive, KCNQ1 pot inactive, KCNK3 block inactive, TMEM16A act inactive, KCNK9 inh inactive, RGS4 inh inactive, SKKanGAS inh -4 and hERG protect -6.
For CCC(C)NCCOc1cc(C)cc(C)c1C (stereo not drawn) the results were HDAC3 inh -2, KCNQ1 inh inactive, RGS4 pot inactive, TMEM16A inh inactive, KCNQ1 pot inactive, KCNK3 block inactive, TMEM16A act inactive, KCNK9 inh inactive, RGS4 inh inactive, SKKanGAS inh 0 and hERG protect -19.
Screening COC(=O)C1CCN(C(=O)Cc2ccc(OC)c(OC)c2)CC1 returned HDAC3 inh -1, KCNQ1 inh inactive, RGS4 pot inactive, TMEM16A inh inactive, KCNQ1 pot inactive, KCNK3 block inactive, TMEM16A act inactive, KCNK9 inh inactive, RGS4 inh inactive, SKKanGAS inh -2 and hERG protect -11.
For C=CCOc1ccccc1/C=c1\sc2nc(=O)c(C)nn2c1=O the results were HDAC3 inh 1, KCNQ1 inh inactive, RGS4 pot inactive, TMEM16A inh inactive, KCNQ1 pot inactive, KCNK3 block inactive, TMEM16A act inactive, KCNK9 inh inactive, RGS4 inh inactive and hERG protect -4.
Screening Cc1nc2ccccc2c2oc(C(=O)NCC3COc4ccccc4O3)cc12 (stereo not drawn) returned HDAC3 inh 0, KCNQ1 inh inactive, RGS4 pot -11*, TMEM16A inh 25*, KCNQ1 pot inactive, KCNK3 block -10*, TMEM16A act inactive, KCNK9 inh inactive, RGS4 inh inactive, SKKanGAS inh 14 and hERG protect -17.
`COC(=O)c1c(=O)n(O)c2ccc(OC)cc2[n+]1[O-]` gave HDAC3 inh 2, KCNQ1 inh inactive, RGS4 pot inactive, TMEM16A inh inactive, KCNQ1 pot inactive, KCNK3 block inactive, TMEM16A act inactive, KCNK9 inh inactive, RGS4 inh inactive, SKKanGAS inh 1 and hERG protect -6.
For CCn1c(CSc2nc3ccccc3[nH]2)n[nH]c1=S the results were HDAC3 inh -2, KCNQ1 inh inactive, RGS4 pot inactive, TMEM16A inh inactive, KCNQ1 pot inactive, KCNK3 block inactive, TMEM16A act inactive, KCNK9 inh inactive, RGS4 inh inactive, SKKanGAS inh -3 and hERG protect -5.
Screening Cn1c(CSCc2ccc(Cl)c(Cl)c2)nnc1SCC(=O)Nc1nccs1 returned HDAC3 inh 0, KCNQ1 inh inactive, RGS4 pot inactive, TMEM16A inh inactive, KCNQ1 pot inactive, KCNK3 block inactive, TMEM16A act inactive, KCNK9 inh inactive, RGS4 inh inactive, SKKanGAS inh -3 and hERG protect -8.
Screening COC(=O)C1=C(C)NC2=C(C(=O)CCC2)C1c1cn(Cc2ccc(Cl)cc2Cl)nc1-c1ccccc1 (stereo not drawn) returned HDAC3 inh -5, KCNQ1 inh inactive, RGS4 pot inactive, TMEM16A inh inactive, KCNQ1 pot inactive, KCNK3 block inactive, TMEM16A act inactive, KCNK9 inh inactive, RGS4 inh inactive, SKKanGAS inh 20 and hERG protect -5.
For COc1ccc(Cn2c(=O)c3[nH]cnc3n(-c3ccc(C)cc3)c2=O)cc1 the results were HDAC3 inh 0, KCNQ1 inh inactive, RGS4 pot inactive, TMEM16A inh inactive, KCNQ1 pot inactive, KCNK3 block inactive, TMEM16A act inactive, KCNK9 inh inactive, RGS4 inh inactive, SKKanGAS inh 0 and hERG protect 0.
`O=C1CC(C(=O)N2CCOCC2)C2(CCCCC2)O1` (stereo not drawn) gave HDAC3 inh -3, KCNQ1 inh inactive, RGS4 pot inactive, TMEM16A inh inactive, KCNQ1 pot inactive, KCNK3 block inactive, TMEM16A act inactive, KCNK9 inh inactive, RGS4 inh inactive, SKKanGAS inh -3 and hERG protect -12.
Screening O=C(Nc1ccc(F)cc1)c1ccc(COc2ccccc2)cc1 returned HDAC3 inh -1, KCNQ1 inh inactive, RGS4 pot inactive, TMEM16A inh inactive, KCNQ1 pot inactive, KCNK3 block inactive, TMEM16A act inactive, KCNK9 inh inactive, RGS4 inh inactive, SKKanGAS inh -3 and hERG protect -9.
Screening CC(C)(C)NC(=O)C(c1ccncc1)N(C(=O)c1csnn1)c1cccc2ccccc12 (stereo not drawn) returned KCNQ1 inh inactive, RGS4 pot inactive, TMEM16A inh inactive, KCNQ1 pot inactive, KCNK3 block inactive, TMEM16A act inactive, KCNK9 inh inactive, RGS4 inh inactive, SKKanGAS inh -1 and hERG protect 3.
`COc1ccc(C(=O)NC23CC4CC(CC(C4)C2)C3)cc1OC` gave HDAC3 inh -4, KCNQ1 inh inactive, RGS4 pot inactive, TMEM16A inh inactive, KCNQ1 pot inactive, KCNK3 block inactive, TMEM16A act inactive, KCNK9 inh inactive, RGS4 inh inactive, SKKanGAS inh -1 and hERG protect -3.
N#CC1=C(N)OC2=C(C(=O)CCC2)C1Cc1ccccc1 (stereo not drawn) was read as HDAC3 inh 1, KCNQ1 inh inactive, RGS4 pot inactive, TMEM16A inh inactive, KCNQ1 pot inactive, KCNK3 block inactive, TMEM16A act inactive, KCNK9 inh inactive, RGS4 inh inactive, SKKanGAS inh 0 and hERG protect -6.
Cc1oc(-c2ccccc2)nc1C(=O)Nc1nccs1 was read as HDAC3 inh 0, KCNQ1 inh inactive, RGS4 pot inactive, TMEM16A inh inactive, KCNQ1 pot inactive, KCNK3 block inactive, TMEM16A act inactive, KCNK9 inh inactive, RGS4 inh inactive, SKKanGAS inh 12 and hERG protect -13.
Screening COc1ccc(N(C(=O)c2snc(C(N)=O)c2N)C(CC(C)C)C(=O)NCC2CCCO2)cc1 (stereo not drawn) returned HDAC3 inh -4, KCNQ1 inh inactive, RGS4 pot inactive, TMEM16A inh inactive, KCNQ1 pot inactive, KCNK3 block inactive, TMEM16A act inactive, KCNK9 inh inactive, RGS4 inh inactive, SKKanGAS inh 4 and hERG protect -11.
`Cc1c(N=C2C=CC(=O)c3ccccc32)c(=O)n(-c2ccccc2)n1C` gave KCNQ1 inh inactive, RGS4 pot inactive, KCNQ1 pot inactive, KCNK3 block inactive, TMEM16A act inactive, KCNK9 inh inactive, RGS4 inh inactive, SKKanGAS inh 5 and hERG protect -22.
O=C1NCCN1CCNS(=O)(=O)c1ccc(F)cc1 was read as HDAC3 inh -4, KCNQ1 inh inactive, RGS4 pot inactive, TMEM16A inh inactive, KCNQ1 pot inactive, KCNK3 block inactive, TMEM16A act inactive, KCNK9 inh inactive, RGS4 inh inactive, SKKanGAS inh 6 and hERG protect -9.
For CNC(=S)N1CCN(c2ccccn2)CC1 the results were HDAC3 inh 0, KCNQ1 inh inactive, RGS4 pot inactive, TMEM16A inh inactive, KCNQ1 pot inactive, KCNK3 block inactive, TMEM16A act inactive, KCNK9 inh inactive, RGS4 inh inactive, SKKanGAS inh 6 and hERG protect -3.

Source: PubChem (several laboratories)
